Efflux pump mplx: inhibitors of Candida antifungal efflux pumps expressed in yeast | inhibition, % at 10 µM | actives 0.44% (n = 330,000) | AID 485275 | S. cerevisiae Candida pump triplex, Nile Red efflux;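 active means plate passing quality check with inhibition over a set limit, or well fluorescence over plate mean plus 4 SD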;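 further: Nile Red retained in pooled yeast measured as flow cytometry median fluorescence; 0% = buffer negative control and 100% = Enniatin B positive control; higher means more Nile Red kept so more efflux inhibition; some compounds called inactive have numbers as strong as hits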
CR mimetic SO: lowers age-related superoxide in aged yeast cells. superoxide response (% of plate mean), % at 10 µM. S. cerevisiae aged cells, superoxide DHE fluorescence; active compounds read low. actives 0.18% (n = 330,000);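 active means superoxide response under a set limit, about three screen SD below normal, cut at about 65% in these data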;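 further: yeast aged for seven days with compound at 30 °C before DHE staining; 100% = average MFI of all compound-treated wells on the plate with controls excluded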
MEP2 TOR yeast: alters MEP2-GFP fluorescence in TOR pathway yeast screen; GFP response vs DMSO, % at 10 µM; AID 2016; S. cerevisiae MEP2-GFP strain, flow cytometry GFP, 3 h; 100% = DMSO control level; actives 0.51% (n = 330,000);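 active means GFP response versus DMSO above a set limit, roughly screen mean plus 3 SD, cut at about 180% in these data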;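 further: median GFP fluorescence of the barcode-gated MEP2-GFP cells per well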
CIT2 TOR yeast: modulators of TOR pathway CIT2-GFP in S. cerevisiae; actives 0.065% (n = 320,000); S. cerevisiae CIT2-GFP strain, flow cytometry, 3 h; 100 means same as DMSO wells; GFP response vs DMSO, % at 10 µM;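 active means GFP response relative to DMSO above a set limit, near the screen mean plus 3 SD, cut at about 150% in these data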;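 further: ratio of well median GFP fluorescence to mean of DMSO wells on the plate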
AHR act: activators of human aryl hydrocarbon receptor | actives 2.5% (n = 320,000) | AHR-responsive luciferase reporter cells, luminescence | P35869 | activation, % at 5 µM; in the data active means activation above about 47%;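 further: 0% = vehicle wells and 100% = reference agonist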
Target sequence (P35869 whole entry, looked up): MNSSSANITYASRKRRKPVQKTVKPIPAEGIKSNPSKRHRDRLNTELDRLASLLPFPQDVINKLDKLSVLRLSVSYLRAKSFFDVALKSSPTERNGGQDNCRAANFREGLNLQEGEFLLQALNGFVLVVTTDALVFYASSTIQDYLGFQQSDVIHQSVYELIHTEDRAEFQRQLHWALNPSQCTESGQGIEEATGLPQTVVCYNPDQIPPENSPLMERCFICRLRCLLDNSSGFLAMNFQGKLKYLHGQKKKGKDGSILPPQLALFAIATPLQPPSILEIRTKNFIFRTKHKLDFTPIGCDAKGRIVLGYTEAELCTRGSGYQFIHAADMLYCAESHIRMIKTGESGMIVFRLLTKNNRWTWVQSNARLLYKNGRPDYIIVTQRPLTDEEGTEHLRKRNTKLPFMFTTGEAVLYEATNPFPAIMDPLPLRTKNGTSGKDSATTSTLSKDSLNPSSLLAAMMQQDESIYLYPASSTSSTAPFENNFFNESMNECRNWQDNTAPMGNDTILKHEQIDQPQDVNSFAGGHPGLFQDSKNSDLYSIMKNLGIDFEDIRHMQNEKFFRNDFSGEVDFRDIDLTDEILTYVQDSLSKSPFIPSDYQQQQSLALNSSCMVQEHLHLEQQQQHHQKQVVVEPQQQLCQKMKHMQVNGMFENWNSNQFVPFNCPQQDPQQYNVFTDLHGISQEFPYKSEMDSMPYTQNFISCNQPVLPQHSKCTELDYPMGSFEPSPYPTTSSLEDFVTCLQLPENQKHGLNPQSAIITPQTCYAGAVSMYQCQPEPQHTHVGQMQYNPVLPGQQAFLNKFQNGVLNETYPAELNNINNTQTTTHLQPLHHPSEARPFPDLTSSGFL
LAP4 TOR yeast: alters LAP4-GFP fluorescence in TOR pathway yeast screen; actives 0.34% (n = 320,000); S. cerevisiae LAP4-GFP multiplex, flow cytometry GFP, 3 h; median GFP as percent of DMSO wells; GFP response vs DMSO, % at 10 µM;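 active means GFP response vs DMSO above a set limit, about the screen mean plus 3 SD, cut at about 150% in these data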
RPL19A TOR yeast: modulators of TOR pathway RPL19A-GFP in S. cerevisiae; actives 0.3% (n = 330,000); S. cerevisiae RPL19A-GFP strain, flow cytometry, 3 h; active compounds read low; AID 2025; percent response vs DMSO, % at 10 µM;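 active means percent response vs DMSO below 50%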;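 further: median channel GFP fluorescence of the barcoded RPL19A-GFP strain; ratio of sample median GFP to plate DMSO average so 100% = DMSO; lower means less RPL19A-GFP as with rapamycin TOR inhibition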
AGP1 TOR yeast: yeast TOR pathway AGP1-GFP modulation; S. cerevisiae AGP1-GFP multiplex flow cytometry, 3 h; GFP as percent of DMSO wells; GFP response vs DMSO, % at 10 µM; actives 0.02% (n = 320,000); AID 2066;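 active means GFP response relative to DMSO above a set limit, near screen average plus 3 SD, cut at about 150% in these data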;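 further: median GFP channel fluorescence of the gated AGP1 strain per well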
Active calls of the source: *; · = not tested or not shown. Rows were taken by chance. Share with any hit: about 3.9%.

SMILES	Efflux pump mplx	CR mimetic SO	MEP2 TOR yeast	CIT2 TOR yeast	AHR act	LAP4 TOR yeast	RPL19A TOR yeast	AGP1 TOR yeast
COC(=O)CCCNc1ncccc1[N+](=O)[O-]	0.0	107	100	96	0	99	98	95
CSc1cccc(NC(=O)CCCNC(=O)c2ccc(Cl)cc2)c1	-0.1	88	109	101	3	100	98	103
Cc1ccc(OCC(=O)Nc2ccon2)c([N+](=O)[O-])c1	0.0	92	110	112	0	113	101	99
O=C(Nc1cccc(S(=O)(=O)N2CCOCC2)c1)c1cn(-c2ccccc2)nc1-c1ccc(F)cc1	-0.3	105	93	100	-1	96	98	100
Cc1cc(N2CCOCC2)nc2ccc(NC(=O)CCC(=O)N3CCCCC3)cc12	0.5	101	82	83	32	88	94	92
COC(=O)C1=C(N)Oc2cc(C)n(Cc3cccnc3)c(=O)c2C1c1ccc(OC)c(OC)c1OC (stereo not drawn)	0.0	90	104	98	1	101	99	102
COc1ccc(C(=O)NC2CCCN(Cc3ccc(Cl)cc3)C2)c(OC)c1 (stereo not drawn)	-0.1	120	106	101	1	93	100	101
O=C(Nc1nccs1)c1ccc(-c2cccc([N+](=O)[O-])c2)o1	0.0	96	97	92	-2	112	96	92
O=C(c1ccc2ccccc2c1)C1CCCN(C(=O)c2cnccn2)C1 (stereo not drawn)	0.1	86	98	97	42	101	97	97
C[C@@H]1CC(=O)[C@H]2CC(CO)=CCC[C@@H]2[C@@]1(C)CC/C(=C/CO)CO	0.0	76	100	101	-1	104	100	101
O=C(Cc1cccs1)Nc1nnc(SCc2ccc(Br)cc2)s1	0.0	96	113	108	48*	104	103	107
Cc1cc(=O)oc2cc(NC(=O)C(CCCN=C(N)N)NC(=O)OCc3ccccc3)ccc12 (stereo not drawn)	0.6	100	113	99	·	93	109	99
Cc1ccc(OCCCn2ccnc2)c([N+](=O)[O-])c1	-0.1	100	106	115	37	97	103	107
CC(C)(C)c1ccc(C(=O)CS(=O)(=O)c2ccccc2)cc1	0.1	101	93	89	4	107	98	98
NC(=O)NC(=O)CSc1ccccc1	-0.1	92	103	102	3	100	98	100
CN(c1ccccc1C(=O)NC1CC2CCC1C2)S(=O)(=O)c1ccccc1 (stereo not drawn)	0.1	100	97	91	2	98	98	97
Cc1ccc(N2CC(NC(=O)N3CCN(C(=O)c4ccco4)CC3)CC2=O)cc1 (stereo not drawn)	0.1	99	100	101	-4	96	94	99
C/C(=N\NC(=O)c1nnn(-c2nonc2N)c1CN(C)c1ccccc1)c1ccccc1O	-0.1	117	93	98	2	98	100	97
COc1ccccc1NC(=O)C1=C(C)Nc2nnnn2C1c1ccncc1 (stereo not drawn)	0.3	94	109	98	3	101	95	99
CC1CCN(C(=O)c2ccc3c(=O)n4c(nc3c2)CCCCC4)CC1	0.0	102	97	111	3	93	96	100
O=C(CCc1nc2ccccc2c(=O)[nH]1)N1CCCc2ccccc21	0.1	95	107	101	37	101	100	107
CC(Sc1nc(-c2ccco2)nc2c1c(=O)n(C)c(=O)n2C)C(=O)O (stereo not drawn)	0.0	100	104	96	3	102	99	109
O=C(Nc1nnc(SCc2cccnc2)s1)C1CC(=O)N(c2ccccc2)C1 (stereo not drawn)	0.2	111	101	104	-2	92	105	96
O=C(OCCN1CCCCC1)c1cccc(F)c1	-0.1	108	108	114	-1	99	107	109
COC(=O)c1ccc(Oc2ccc3nnc(C)n3n2)cc1	0.4	109	113	98	3	96	81	94
NC(=O)C1CCN(C2CC(=O)N(Cc3cccs3)C2=O)CC1 (stereo not drawn)	-0.1	123	93	86	10	92	89	·
O=C(CSc1nccc(=O)[nH]1)Nc1cc(C(F)(F)F)ccc1N1CCOCC1	0.1	111	94	94	3	82	103	93
CNC(=O)/C(C#N)=C\c1ccc(CNS(=O)(=O)c2ccc(Cl)cc2)o1	-0.1	103	102	95	3	98	97	100
CCCn1c(O)c(C=Nc2ccccc2)sc1=S	-0.1	93	98	94	7	113	95	105
Cc1ccc(C(=O)OCC(=O)NCc2ccc(Cl)cc2Cl)o1	-0.2	82	108	107	-1	112	102	107
COC(=O)c1ccc(C(=O)OC)c(NC(=O)COC(=O)C23CC4CC(CC(O)(C4)C2)C3)c1	0.1	101	102	100	1	107	103	101
Cc1ccccc1NC(=O)c1cc(=O)c2ccccc2o1	0.2	93	106	94	-4	102	103	97
CCOC(=O)C(Cc1c(F)cccc1Cl)c1ccnc2nc(N)nn12 (stereo not drawn)	0.0	100	104	100	5	93	102	94
CC(C)(C)c1ccc(-c2nnc(N)s2)cc1	0.6	95	94	90	63*	98	98	87
CCC(C)NC(=O)CN1c2cccc3cccc(c23)S1(=O)=O (stereo not drawn)	-0.1	103	106	98	2	93	101	92
Cc1cc(=O)[nH]c(SCC(=O)N2CCCCC2)n1	0.0	103	107	105	2	91	104	102
COc1cc(OC)cc(-c2nc3nc(C)c(CCC(=O)NCc4ccco4)c(C)n3n2)c1	0.4	81	104	103	3	104	104	103
CC1CCCC(C)N1C(=C(Cl)Cl)C(=C1SCCS1)[N+](=O)[O-] (stereo not drawn)	-0.2	92	96	97	0	116	96	109
COc1ccc(NC(=O)[C@H](C)NC(N)=O)cc1S(=O)(=O)Nc1cc(C)ccc1Br	0.3	114	106	101	-2	101	106	101
CCC1CCCCN1Cc1nc2c(c(=O)n(C)c(=O)n2C)n1Cc1cccc2ccccc12 (stereo not drawn)	0.0	114	100	122	2	104	104	106

Brought forward from above: 3 compounds, followed by the next part.
SMILES	Efflux pump mplx	CR mimetic SO	MEP2 TOR yeast	CIT2 TOR yeast	AHR act	LAP4 TOR yeast	RPL19A TOR yeast	AGP1 TOR yeast
CC1CCCC(C)N1C(=C(Cl)Cl)C(=C1SCCS1)[N+](=O)[O-] (stereo not drawn)	-0.2	92	96	97	0	116	96	109
COc1ccc(NC(=O)[C@H](C)NC(N)=O)cc1S(=O)(=O)Nc1cc(C)ccc1Br	0.3	114	106	101	-2	101	106	101
CCC1CCCCN1Cc1nc2c(c(=O)n(C)c(=O)n2C)n1Cc1cccc2ccccc12 (stereo not drawn)	0.0	114	100	122	2	104	104	106
O=[N+]([O-])c1ccc2[nH]c3c(c2c1)CCCC3O (stereo not drawn)	-0.1	102	97	88	-1	98	93	94
C/C(Cc1ccccc1)=N\NC(=O)CNC(=O)c1cccc(F)c1	0.1	92	99	98	1	94	97	99
CS(=O)(=O)N(Cc1ccccc1)c1ccc(C(=O)N2CCOCC2)cc1	0.1	111	97	94	1	89	95	97
COc1ccc(OC)c(NC(=O)Nc2nnc(N3CCC(C)CC3)s2)c1	0.0	99	102	88	15	98	97	95
COc1ccccc1CCNS(=O)(=O)c1cn(C)c(=O)n(C)c1=O	0.0	97	94	88	2	104	94	104
NC(=O)C1CCN(c2nc(-c3cccc(N)c3)cs2)CC1	-0.2	102	101	101	11	125	100	104
CCC(C)c1ccccc1NC(=O)c1cccc(-n2cnnn2)c1 (stereo not drawn)	-0.5	102	104	110	2	103	106	109
O=C(c1cc(S(=O)(=O)N2CCOCC2)c(Cl)cc1Cl)N1CCCCC1	0.1	107	100	94	0	97	95	95
Cc1ccc(OCC(=O)Nc2cccc3nsnc23)c(C)c1	-0.3	92	109	98	20	99	·	100
COc1ccc(CCNC(=O)CSc2ccc(-c3ccco3)nn2)cc1	-0.4	96	104	105	1	114	100	112
Cc1ccc(NC(=O)COC(=O)Cn2cnc3ccccc32)c(C)c1	-0.1	82	100	105	4	103	97	105
COc1cc(-c2nc3cccc(C)n3c2NCC2CCCO2)ccc1O (stereo not drawn)	-0.1	109	102	97	0	101	106	98
Cc1c(CN(C)C)c2c(n1Cc1ccccc1)C(=O)c1ccccc1-2	-0.1	121	102	115	3	101	104	108
Cc1ccccc1-c1ncc(CN2CCN(C3CCCC3)C(CCO)C2)cn1 (stereo not drawn)	0.0	109	133	96	0	116	96	100
CCC1(c2ccccc2)NC(=O)N(CC(=O)Nc2cc(Cl)ccc2N2CCOCC2)C1=O (stereo not drawn)	-0.1	96	104	97	5	109	94	103
CCN1CCN(C(=O)Cn2nc(-c3ccc(Cl)cc3)ccc2=O)CC1	-0.1	112	98	101	3	106	99	105
Oc1ccc(NCc2ccccc2OCc2ccccc2F)cc1	-0.1	89	101	93	8	105	·	101
Cc1ccc(C)c(OCCn2c(=O)c3c(ncn3C3CCCC3)n(Cc3ccccc3)c2=O)c1	0.1	91	97	99	5	92	105	99
O=C(Nc1cccc(C(=O)O)c1)/C(=C\c1ccc2c(c1)OCO2)NC(=O)c1ccc(Br)cc1	0.0	101	93	92	-1	95	91	97
CCOc1ccccc1N1CCN(C(=O)C2CSC3(C)CCC(=O)N23)CC1 (stereo not drawn)	0.3	107	108	105	4	107	104	101
Cc1coc2c(C)c3oc(=O)c(CCC(=O)N(C)CC(=O)O)c(C)c3cc12	-0.1	100	113	116	-1	99	109	104
COCCCNC(=O)CN(c1cc([N+](=O)[O-])ccc1OC)S(C)(=O)=O	0.2	104	97	98	1	112	102	100
CCc1ccc(CCC(=O)Nc2ccc(C(C)=O)cc2)o1	-0.1	80	100	96	0	113	100	96
Cc1cc(=O)[nH]c(SCc2cccc(Br)c2)n1	-0.1	90	111	103	10	112	106	·
Cn1ccnc1C(=O)c1cc(SCC(=O)N2CCOCC2)nc2ccccc12	0.0	112	96	106	-2	97	104	105
COC(=O)[C@H](Cc1ccccc1)NC(=O)[C@@H]1C[C@H]1[C@@H](NC(=O)OCc1ccccc1)c1ccccc1	0.1	104	91	91	-6	103	94	83
CNc1ccc(C2(O)C(=O)c3ccccc3C2=O)cc1	-0.3	81	105	105	0	97	103	103
NC(=O)Cn1cc(C(=O)c2cccs2)c2ccccc21	0.2	105	108	99	10	114	106	104
O=C(Nc1cc(=O)[nH]c2ncnn12)c1ccccc1Cl	0.0	94	103	104	1	98	98	100
Cn1c(COc2ccc(Br)cc2)nnc1SC1CCc2ccccc2C1=O (stereo not drawn)	0.0	99	104	94	39	100	103	94
Cc1cc(CN(C)C(=O)c2cc(COc3ccc(C)c(C)c3)on2)n[nH]1	0.1	108	99	96	4	106	98	101
CC(=O)Nc1ccc(C(=O)OCC(=O)Nc2c(F)cccc2F)cc1	-0.2	99	99	104	2	100	95	99
COc1ccc(C(O)(CCN2CCCCC2)C2CCCCC2)cc1 (stereo not drawn)	0.0	93	108	101	1	90	104	95
Cc1ccn2c(CNCc3cnn(C)c3)c(C(=O)N3CCCCCC3)nc2c1	-0.1	95	115	96	-1	86	95	95
CCN(CC)S(=O)(=O)c1ccc(NC2CCN(Cc3ccccc3)CC2)nc1	-0.2	105	99	99	1	107	96	100
COC(=O)c1ccsc1NC(=O)CN1C(=O)CCC1=O	-0.1	95	109	96	1	102	100	106
CCOc1ccc(NC(=O)CCC(=O)NNC(=O)c2cccc([N+](=O)[O-])c2)cc1	0.0	101	106	104	4	92	100	100
CCN(CC)S(=O)(=O)c1ccc(C)c(NC(=O)Cc2ccc(S(=O)(=O)N3CCOCC3)s2)c1	-0.1	101	91	91	2	78	68	87
O=C(CSc1nnnn1-c1cccnc1)NCc1cccs1	-0.1	90	105	106	2	95	104	99
Cc1[nH]c2ccccc2c1-c1nc2ccccc2[nH]c1=O	-0.1	97	107	100	46	98	104	100
CCc1ccc(OCCCC(=O)Nc2nccs2)cc1	0.5	96	102	84	2	102	100	88
Cc1c(CCOC(=O)CC23CC4CC(CC(C)(C4)C2)C3)sc[n+]1CC(=O)c1ccccc1	-0.1	109	110	111	-1	108	113	108
